Bioassay records: PubChem, National Center for Advancing Translational Sciences (NCATS)
Nrf2 inh: Nrf2 qHTS screen for inhibitors. hit rate 2.1% among 360,000. A549 ARE-Fluc reporter, luciferase luminescence, 18-24 h. Potency, µM (top dose mostly 46 µM), for inactives: at the top dose activity change, negative = inhibition, actives largely listed as inhibitors; also: potency is read from the fitted curve at half-maximal effect; % is scaled to controls: 0 for no effect and ±100 for the full control effect; nearly all actives have a fitted effect of over 60% in size
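A549 ARE_Fluc cells (5000/well, 5% FBS OPTI-MEM) pre-incubated 2 h, then treated with compounds 18-24 h at 37C/5% CO2 in concentration-response. CellTiter-Fluor viability read first; BugLite luciferase luminescence after 15 min at room temperature gives Nrf2 activity.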
CCT chaperon mod: High-Throughput Screening for Modulators of Cytosolic Chaperonin Activity. purified chaperonin ATPase assay, HTRF ADP detection, 30 min. activity change, % (concentration not given with the values), hits read low. hit rate 0.3% among 360,000; in the data active = activity change below about -30%; also: % is scaled to controls: 0 for no effect and ±100 for the full control effect
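Enzyme 40 or 20 nM (batch-dependent) in Tris pH 7.4/KCl/MgCl2/DTT; cpd 76 uM single point; ATP 10 uM; 30 min 37 °C; Transcreener ADP HTRF detection, 30 min RT; ratio 665/615.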
HepG2 viability: qHTS for Inhibitors of TGF-b: Cytotox Counterscreen. Potency, µM (series often up to 46.1 µM), inactives show top-dose activity change, negative = cytotoxicity, actives largely listed as cytotoxic. hit rate 0.76% among 410,000. HepG2 CAGA-GFP viability, ATP luminescence, 18 h. AID 588856, 2011; also: potency is read from the fitted curve at half-maximal effect; some results filed as inactive show a strong effect at the top dose
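CellTiter-Glo luminescence gave cytotoxicity after 18 hours at 37 degrees C. The cells were HepG2 CAGA-GFP in 1% FBS DMEM, stimulated with 500 pg/mL TGF-beta after compound addition. %Activity was normalised to no-cell wells (complete cell-killing) and DMSO (no toxicity), and curves were fitted and classified.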
pAkt inh: HTS Assay for Inhibitors of Akt Phophorylation: Primary Screen; activity change, % for hits at 50 µM; AID 651550, 2012; Neuro2A IGF-stimulated pAkt S473 HTRF, 20 min; active compounds read low; hit rate 0.32% among 360,000; in the data active = activity change below about -80%; inconclusive = mostly about -51% to -80%; also: % is scaled to controls: 0 for no effect and ±100 for the full control effect
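Single-point screen (50 µM final compound) in Neuro2A cells stimulated 20 min with 6 nM IGF at 37 deg C. After lysis, Ser473-phosphorylated Akt read by HTRF (ex 330 nm, em 615/665 nm) as the 665/615 ratio.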
TGFb SMAD3 inh: qHTS for Inhibitors of TGF-b | Potency, µM (series often up to 46.1 µM), for the others: at the top dose activity, negative = inhibition, hits mostly inhibitors | hit rate 1.2% among 410,000 | HepG2 CAGA-GFP TGF-b/SMAD3 reporter, GFP fluorescence, 18 h; TGF-beta stimulated, 500 pg/mL final; also: potency is read from the fitted curve at half-maximal effect; % is scaled to controls: 0 for no effect and ±100 for the full control effect; nearly all actives have a fitted effect of over 65% in size
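Per well, imaged GFP fluorescence of HEPG2 CAGA-GFP cells gives the signal; cells get compound, then TGF-beta (500 pg/mL final), 18 h at 37 degrees C; %Activity versus -TGF-beta and +DMSO controls.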
A549 viability: Nrf2 qHTS screen for inhibitors: counterscreen for cytotoxicity | A549 ARE-Fluc cells, CellTiter-Fluor viability, 18-24 h | hit rate 0.16% among 390,000 | Potency, µM (series often up to 46 µM), for the others: at the top dose activity change, negative = cytotoxicity, actives largely listed as inhibitors; also: potency is read from the fitted curve at half-maximal effect; % is scaled to controls: 0 for no effect and ±100 for the full control effect
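Cytotoxicity counterscreen: CellTiter-Fluor fluorescence was measured in A549 ARE_Fluc cells after 18-24 h of compound exposure in a concentration series. The subsequent BugLite luminescent read reports ARE-luciferase activity.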
Abeta yeast res: qHTS for compounds that reverse cellular toxicity of Amyloid beta (A-beta) peptide in yeast: Primary Screen. yeast expressing A-beta42, growth rescue, OD600, 48 h; response scale: 0% DMSO, 100% iron-clioquinol control. Potency, µM (series often up to 46.1 µM), inactives show at the top dose growth rescue, actives largely listed as activators. AID 1347071, 2019. hit rate 0.063% among 410,000; also: potency is read from the fitted curve at half-maximal effect; nearly all actives have a fitted effect of over 55% in size
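Growth rescue measured by 600 nm absorbance after 48 h yeast culture at 30 C with compound. Values normalized between DMSO and an equimolar ferric chloride plus clioquinol control.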
Mm-Cpn inhibitor: Inhibitors of TCP-1 ring complex (TRiC) of Methanococcus maripaludis (MmCpn): qHTS | purified Mm-Cpn ATPase, ADP Transcreener TR-FRET | Potency, µM (highest dose often 76.9 µM), without a hit: top-dose activity, negative = inhibition, usual class: inhibitors | hit rate 0.031% among 330,000 | AID 504842, 2011; also: potency is read from the fitted curve at half-maximal effect; % is scaled to controls: 0 for no effect and ±100 for the full control effect; nearly all actives have a fitted effect of over 80% in size
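ATPase turnover read by TR-FRET ADP competition (Eu cryptate antibody/ADP-d2, 665/590 nm): 10uM ATP final, 25nM Mm-CPN final, 30 min 37degC after 10-min compound preincubation, pH 7.4 Tris/KCl/MgCl2/DTT buffer.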
Nrf2 ARE act: qHTS of Nrf2 Activators. AREc32 ARE-luciferase reporter (MCF7-derived line), luminescence, 24 h. Potency, µM (titrated, usually from 46.1 µM), without a hit: top-dose activation, most hits filed as activators. hit rate 0.31% among 410,000. AID 624171, 2012; also: potency is read from the fitted curve at half-maximal effect; % of control where 0% means no effect; nearly all actives have a fitted effect of over 65% in size
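Nrf2 activation is followed as ARE-luciferase induction in the AREc32 line after one day of compound treatment; luminescence is read with Steady-Glo.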
Numbers without * were called inactive. Unless noted, calls follow the shape of the dose curve; as a rule, active = well fitted curve in the direction sought with a large enough effect; inconclusive = small, poorly fitted or top-dose-only effect, or another doubt; inactive = no such curve, though single readings can be large; an effect the other way counts as inactive or inconclusive. No enrichment for hits. About 4.3% of those tested had a hit in this group.

Results for Cc1ccc(NC(=O)C2C3CC4OC(=O)C2C4C3)cc1Cl (stereo not given) ?
CCT chaperon mod: 0.4; HepG2 viability: 4.9%; pAkt inh: inactive; TGFb SMAD3 inh: -3.4%; A549 viability: 14.8%; Abeta yeast res: 18.3%; Mm-Cpn inhibitor: -0.9%; Nrf2 ARE act: 0.9%

Results for Cc1cc(C)n(-c2ccc(S(N)(=O)=O)cc2[N+](=O)[O-])n1 ?
Nrf2 inh: 4.7%; CCT chaperon mod: -0.1; HepG2 viability: -4.1%; pAkt inh: inactive; TGFb SMAD3 inh: -0.3%; A549 viability: -1.6%; Abeta yeast res: -11.6%; Mm-Cpn inhibitor: 0.6%; Nrf2 ARE act: -0.7%

What do the screens show for `ON/C=N/C(=S)Nc1ncc(C(F)(F)F)cc1Cl`?
Nrf2 inh: inconclusive; CCT chaperon mod: -0.3; HepG2 viability: -16.8%; pAkt inh: inactive; TGFb SMAD3 inh: inconclusive; A549 viability: -9.1%; Abeta yeast res: 2.4%; Mm-Cpn inhibitor: -4.3%; Nrf2 ARE act: 11.2%

What do the screens show for `COc1ccc2[nH]cc(CCN3C(=O)c4ccc(C(=O)O)cc4C3=O)c2c1`?
Nrf2 inh: inconclusive; CCT chaperon mod: -0.3; HepG2 viability: -1.0%; pAkt inh: inactive; TGFb SMAD3 inh: 26.7%; A549 viability: 1.1%; Abeta yeast res: -18.2%; Mm-Cpn inhibitor: 1.1%; Nrf2 ARE act: 0.8%

What do the screens show for `CC1(C)CC(=O)C=C(NCC2CCCO2)C1` (stereo not given)?
Nrf2 inh: 3.6%; CCT chaperon mod: -0.8; HepG2 viability: 0.0%; pAkt inh: inactive; TGFb SMAD3 inh: -2.1%; A549 viability: -3.2%; Abeta yeast res: 16.3%; Mm-Cpn inhibitor: 0.9%; Nrf2 ARE act: -0.5%

How did C/C(CC(=O)Nc1ccc2c(c1)OCCO2)=N\NC(=O)COc1cccc(C)c1 do in these assays?
Nrf2 inh: 0.7%; CCT chaperon mod: -3.1; HepG2 viability: 5.7%; pAkt inh: inactive; TGFb SMAD3 inh: 2.9%; A549 viability: -8.2%; Abeta yeast res: -1.1%; Mm-Cpn inhibitor: -0.5%; Nrf2 ARE act: -0.6%

How did COc1cccc(/C=N/n2cnc3ccccc32)c1OC do in these assays?
Nrf2 inh: inconclusive; CCT chaperon mod: -1.0; HepG2 viability: -45.5%; pAkt inh: inactive; TGFb SMAD3 inh: -3.4%; A549 viability: -3.7%; Abeta yeast res: 7.0%; Mm-Cpn inhibitor: -5.1%; Nrf2 ARE act: 3.2%

Results for O=S(=O)(Nc1ccc2cn[nH]c2c1)c1ccc(Cl)cc1 ?
Nrf2 inh: inconclusive; CCT chaperon mod: 1.1; HepG2 viability: -15.5%; pAkt inh: inactive; TGFb SMAD3 inh: 4.6%; A549 viability: 0.2%; Abeta yeast res: -1.8%; Mm-Cpn inhibitor: -0.1%; Nrf2 ARE act: 0.3%

Results for COc1ccc(-c2cc(C(F)(F)F)nc(SCCC(=O)Nc3ccc(OC)c(OC)c3)n2)cc1 ?
Nrf2 inh: inconclusive; HepG2 viability: -50.4%; TGFb SMAD3 inh: 0.0%; A549 viability: 0.6%; Abeta yeast res: -12.0%; Nrf2 ARE act: -1.1%

Results for CCn1c(-c2ccccc2)c[nH]c1=S ?
Nrf2 inh: -9.7%; CCT chaperon mod: -1.7; HepG2 viability: 22.5%; TGFb SMAD3 inh: -1.3%; A549 viability: -0.4%; Abeta yeast res: 32.6%; Mm-Cpn inhibitor: -1.7%; Nrf2 ARE act: -0.2%

What do the screens show for `Cc1ccc(Cn2nnc3c(=O)[nH]c(C4CCN(S(=O)(=O)c5ccccc5)CC4)nc32)cc1`?
CCT chaperon mod: -1.8; HepG2 viability: 11.0%; pAkt inh: inactive; TGFb SMAD3 inh: -19.4%; A549 viability: -1.2%; Abeta yeast res: 13.1%; Mm-Cpn inhibitor: 0.3%; Nrf2 ARE act: -0.7%

What do the screens show for `O=Cc1ccc(Oc2nc(Cl)ncc2F)cc1`?
Nrf2 inh: -2.0%; CCT chaperon mod: 0.6; HepG2 viability: 6.6%; pAkt inh: inactive; TGFb SMAD3 inh: 1.6%; A549 viability: 6.7%; Abeta yeast res: -13.8%; Mm-Cpn inhibitor: 0.2%; Nrf2 ARE act: 18.0%

Results for COc1cc(OC)c(NC(=O)Cn2c(=O)cc(C)c3c(C)nn(-c4ccc(C)cc4)c32)cc1Cl ?
Nrf2 inh: inconclusive; HepG2 viability: -30.4%; TGFb SMAD3 inh: 0.8%; A549 viability: inconclusive; Abeta yeast res: -13.3%; Nrf2 ARE act: 4.4%

How did Cc1ccc2c(c1)[nH]c1c(=O)n(Cc3ccco3)cnc12 do in these assays?
Nrf2 inh: 5.4%; CCT chaperon mod: -1.4; HepG2 viability: -2.9%; pAkt inh: inactive; TGFb SMAD3 inh: inconclusive; A549 viability: -2.4%; Abeta yeast res: 5.4%; Mm-Cpn inhibitor: 2.3%; Nrf2 ARE act: -0.2%

How did O=C(Nc1ccc(F)cc1)c1cc(S(=O)(=O)Nc2ccc(F)cc2)cs1 do in these assays?
Nrf2 inh: 18.4µM*; CCT chaperon mod: 0.6; HepG2 viability: -62.9%; pAkt inh: inactive; TGFb SMAD3 inh: inconclusive; A549 viability: inconclusive; Abeta yeast res: -3.1%; Mm-Cpn inhibitor: 0.6%; Nrf2 ARE act: 2.7%

Results for O=C1C2C3C=CC(C3)C2C(=O)N1CNc1ccccn1 (stereo not given) ?
Nrf2 inh: 11.5%; CCT chaperon mod: -4.3; HepG2 viability: -31.0%; pAkt inh: inactive; TGFb SMAD3 inh: -23.3%; A549 viability: 0.9%; Abeta yeast res: 24.2%; Mm-Cpn inhibitor: -1.4%; Nrf2 ARE act: -0.1%

Results for CC(CCc1ccccc1)NC(=O)c1ccc(Cl)nc1 (stereo not given) ?
Nrf2 inh: 21.8%; CCT chaperon mod: -1.1; HepG2 viability: 7.9%; pAkt inh: inactive; TGFb SMAD3 inh: -6.2%; A549 viability: 16.0%; Abeta yeast res: 18.2%; Mm-Cpn inhibitor: 1.8%; Nrf2 ARE act: 0.1%

How did CC(Oc1ccc(Cl)cc1)C(=O)Nc1ccc(S(=O)(=O)Nc2nccs2)cc1 (stereo not given) do in these assays?
Nrf2 inh: inconclusive; CCT chaperon mod: 0.1; HepG2 viability: -28.4%; pAkt inh: inactive; TGFb SMAD3 inh: -21.5%; A549 viability: 2.4%; Abeta yeast res: -3.9%; Mm-Cpn inhibitor: 4.2%; Nrf2 ARE act: -0.6%

What do the screens show for `CCc1ccc(/C=C(/C#N)c2nc(-c3ccc(C)cc3)cs2)cc1`?
Nrf2 inh: 7.3%; HepG2 viability: -26.9%; TGFb SMAD3 inh: 11.1%; A549 viability: -2.6%; Abeta yeast res: 1.4%; Nrf2 ARE act: 3.6%

What do the screens show for `COc1ccc(C(=O)N2CCC(c3c[nH]c4ccccc34)(c3c[nH]c4ccccc34)CC2)cc1`?
Nrf2 inh: inconclusive; HepG2 viability: -27.3%; TGFb SMAD3 inh: inconclusive; A549 viability: -4.8%; Abeta yeast res: -8.5%; Nrf2 ARE act: 7.3%

How did CC1CCC2C(=O)N(c3ccc(NC4CCCCC4)c([N+](=O)[O-])c3)C(=O)C2C1 (stereo not given) do in these assays?
Nrf2 inh: -3.5%; CCT chaperon mod: -0.6; HepG2 viability: 1.5%; pAkt inh: inactive; TGFb SMAD3 inh: 4.7%; A549 viability: -13.3%; Abeta yeast res: 16.5%; Mm-Cpn inhibitor: 0.6%; Nrf2 ARE act: -0.5%

How did CCCc1nnc(SCC(=O)N2C(C)CCCC2C)n1CC1CCCO1 (stereo not given) do in these assays?
Nrf2 inh: 4.3%; CCT chaperon mod: 1.6; HepG2 viability: -17.1%; pAkt inh: inactive; TGFb SMAD3 inh: 10.4%; A549 viability: -2.4%; Abeta yeast res: 5.3%; Nrf2 ARE act: -0.2%

Results for Nn1c(N2CCCCC2)nc2ccccc21 ?
CCT chaperon mod: 0.7; HepG2 viability: -6.2%; pAkt inh: inactive; TGFb SMAD3 inh: 6.1%; A549 viability: 15.2%; Abeta yeast res: -1.4%; Mm-Cpn inhibitor: 0.2%; Nrf2 ARE act: 3.0%

What do the screens show for `Cc1cccc(Cl)c1OCCCn1ccnc1`?
Nrf2 inh: 9.9%; CCT chaperon mod: -5.3; HepG2 viability: -3.3%; pAkt inh: inactive; TGFb SMAD3 inh: inconclusive; A549 viability: 16.1%; Abeta yeast res: -5.5%; Mm-Cpn inhibitor: -1.1%; Nrf2 ARE act: 2.8%

Results for COc1ccc(-n2nc(C(=O)Nc3ccc(C(C)=O)cc3)nc2-c2ccccc2)cc1 ?
Nrf2 inh: -16.4%; HepG2 viability: -16.9%; TGFb SMAD3 inh: 7.1%; A549 viability: 10.7%; Abeta yeast res: -12.0%; Nrf2 ARE act: 0.9%
